High-throughput results deposited in PubChem BioAssay by several laboratories.
NFkB transloc inh = blocks IL-1B driven NFkB nuclear translocation in HUVEC cells; HUVEC IL-1B NFkB p65 nuclear translocation imaging; inhibition, % at 2 µM; 94,000 compounds, 0.43% hits;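 active = inhibition above about 30% together with a positive call from visual inspection of the well image, limit read from the data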;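 also: nuclear over cytoplasmic p65 intensity ratio measured by imaging; 0% = IL-1B stimulated DMSO wells and 100% = unstimulated DMSO wells; values of inactives mirror those of a sister screen read the other way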
MRP resist rev = compounds reversing MRP-mediated drug resistance; differential viability (reversal), % at 10 µM; H69AR cells + 2 uM doxorubicin, CellTiter-Glo, 72 h; 85,000 compounds, 0.04% hits;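 active = viability drop by adding the cancer drug above about 55%, with treated viability meeting a 40% cutoff, limit read from the data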;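 also: viability without doxorubicin minus viability with 2 µM doxorubicin for each compound; larger differential means the compound sensitizes cells more to doxorubicin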
PLAP inhibition = inhibition of human placental alkaline phosphatase – biochemical, luminescence, HTS (AID 690); 96,000 compounds, 0.08% hits; one-dose inhibition, % at 20 µM; IC50 in µM for titrated hits; purified PLAP, luminescent substrate; higher % means a stronger effect; in the data active = a potency from the dose series; inactive = the rest, 99 in 100 with inhibition below about 30%; also: strong numbers were not always called active
Bcl-B TR3 displacers = displacers of TR3 peptide from Bcl-B, primary screen, selectivity assay for Bfl-1 inhibitor project, biochemical, fluorescence polarization; 96,000 compounds, 0.11% hits; FP displacement of FITC-TR3 peptide from Bcl-B; higher % means a stronger effect; AID 748; displacement, % at 20 µM; hits with a dose series show IC50 in µM;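 active = displacement above 50% at 20 µM plus a fluorescence interference ratio under 1.5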;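 also: plate controls were wells without compound for no effect and wells lacking Bcl-B protein for full effect; a part of the inactive calls stands beside numbers as strong as those of hits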
IL1B NFkB pot = enhances IL-1B driven NFkB nuclear translocation. HUVEC IL-1B NFkB p65 nuclear translocation imaging. activation, % at 2 µM. AID 819. 94,000 compounds, 0.3% hits;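 active = activation above 40%, about the mean plus 3 SD, also judged a hit on visual image review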;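 also: percent activation is computed from the nuclear over cytoplasmic p65 intensity ratio; values of inactives mirror those of a sister screen read the other way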
MRP resist rev cytotoxicity = second read-out of MRP resist rev, no call of its own (marks repeat the call); viability, %; H69AR cells, CellTiter-Glo, 72 h; measured here: cytotoxicity without doxorubicin
MRP resist rev with doxorubicin = further read-out of MRP resist rev, marked with its call; viability, %; measured here: viability with 2 uM doxorubicin; stronger effect = lower value
NFkB transloc inh cell count 2 µM = further read-out of NFkB transloc inh, marked with its call; cell count; measured here: cells passing quality filter;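 raw number of nuclei counted in each imaged well without normalization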
IL1B NFkB pot cell count 2 µM = recorded beside IL1B NFkB pot, whose call it bears; cell count; measured here: cells passing quality filter
An asterisk follows results filed as active; . = no result given. Only part of the results is shown. The share of hits here may be higher or lower than overall.

SMILES	NFkB transloc inh	NFkB transloc inh cell count 2 µM	MRP resist rev	MRP resist rev cytotoxicity	MRP resist rev with doxorubicin	PLAP inhibition	Bcl-B TR3 displacers	IL1B NFkB pot	IL1B NFkB pot cell count 2 µM
CCc1nc(NCC(C)C)c(C#N)c2c1COC(C)(C)C2	0.6	81	6.3	94.5	88.3	19.5%	-2.1%	-0.6	81
O=C(Nc1ccccc1C(=O)N1CCN(Cc2ccccc2)CC1)c1ccccn1	-20.7	112	8.0	83.6	75.6	-90.0%	1.0%	20.7	112
CC(C)[C@@H]1NC(=O)N(c2ccc(Oc3ccccc3)cc2)C1=O	8.6	192	20.0	101.5	81.5	15.6%	-1.5%	-8.6	192
CN(CCc1ccccn1)C1CC(=O)N(c2ccc(Cl)cc2)C1=O (stereo not given)	-14.5	189	.	.	.	-71.9%	-0.5%	14.5	189
COc1ccccc1C(=O)NC(C)c1nc2ccccc2[nH]1 (stereo not given)	-9.6	136	0.3	89.6	89.3	10.5%	13.0%	9.6	136
CCOC(=O)CNC(=O)c1cccs1	-6.6	173	11.0	101.2	90.2	.	.	6.6	173
COc1ccc(OC)c2[nH]c(=O)c(CCNC(=O)C3CCCCC3)cc12	-4.8	81	4.5	73.7	69.1	-24.2%	0.0%	4.8	81
O=C(O)c1ccccc1-c1ccccc1C(=O)Nc1cccc2ccccc12	-8.1	159	.	.	.	-1.1%	-0.5%	8.1	159
COC(=O)c1cnn(-c2cc(Oc3cccc(C)c3)ncn2)c1N	7.0	163	.	.	.	-13.1%	5.9%	-7.0	163
CCCCCCn1c(C(C)NC(=O)c2ccco2)nc2ccccc21 (stereo not given)	-0.9	175	-10.7	69.0	79.7	-68.4%	-14.2%	0.9	175
O=C(CCC(=O)c1cccs1)OCC(=O)N1CCN(S(=O)(=O)c2ccccc2)CC1	-19.8	166	4.2	89.5	85.3	-26.2%	-15.8%	19.8	166
CCc1ccc2[nH]c(=O)c(CN(Cc3ccccc3)C(=O)Nc3ccccc3OC)cc2c1	2.5	194	-36.8	38.7	75.5	-54.6%	5.7%	-2.5	194
O=C(NCN1CCN(c2ccccc2F)CC1)c1ccccc1	-23.2	198	8.3	91.5	83.2	3.9%	-5.4%	23.2	198
Cc1cc(C)nc(-n2nc(C)c3c(C)c(C)c(C)nc32)n1	-9.0	151	.	.	.	-38.6%	-11.7%	9.0	151
CC(NC(=O)CCSc1nc(-c2ccc3c(c2)OCO3)cc(C(F)(F)F)n1)c1ccccc1 (stereo not given)	-12.9	155	-33.2	42.0	75.2	4.6%	-3.1%	12.9	155
Cc1csc(NC(=O)c2c(-c3c(Cl)cccc3Cl)noc2C)n1	-9.4	63	-23.9	40.8	64.7	-29.5%	2.4%	9.4	63
CCN1CCN(c2cc(C)c3cc(NC(=O)c4cccnc4Cl)ccc3n2)CC1	-1.1	171	-2.8	85.4	88.2	-49.7%	25.4%	1.1	171
Cc1ccc(Nc2nc(-c3sc(NC(=O)c4ccco4)nc3C)cs2)cc1	5.3	182	.	.	.	-31.6%	0.0%	-5.3	182
COc1ccc2ccccc2c1CNCc1ccccn1	21.6	55	1.5	82.3	80.9	-4.6%	-0.8%	-21.6	55
COCCCn1cnnc1SCC(=O)Nc1ccc(S(=O)(=O)N2CCCC2)cc1	-4.8	185	-0.8	105.5	106.4	28.4%	4.5%	4.8	185
COc1ccc(N2C(=O)CC(N(Cc3ccc(S(N)(=O)=O)cc3)C(C)=O)C2=O)cc1 (stereo not given)	10.6	105	12.6	95.7	83.2	0.2%	2.0%	-10.6	105
C/C(CCc1ccco1)=N/NC(=O)CCC(=O)Nc1cccc(Cl)c1	-4.0	178	.	.	.	-5.5%	-14.4%	4.0	178
COc1cccc(-c2nc(CS(=O)(=O)CC(=O)Nc3cccc(C)c3C)c(C)o2)c1	.	.	-4.6	1.5	6.1	11.4%	0.7%	.	.
CC(C)N(Cc1nc(-c2ccc(Cl)cc2)no1)C(=O)C12CC3CC(CC(C3)C1)C2	4.5	196	16.0	104.5	88.6	2.2%	-8.2%	-4.5	196
CCCC(NS(=O)(=O)c1ccc(Br)cc1)C(=O)O (stereo not given)	2.1	145	18.9	107.3	88.5	-3.1%	-12.1%	-2.1	145

The closing 3 records of the section before lead into the next.
SMILES	NFkB transloc inh	NFkB transloc inh cell count 2 µM	MRP resist rev	MRP resist rev cytotoxicity	MRP resist rev with doxorubicin	PLAP inhibition	Bcl-B TR3 displacers	IL1B NFkB pot	IL1B NFkB pot cell count 2 µM
COc1cccc(-c2nc(CS(=O)(=O)CC(=O)Nc3cccc(C)c3C)c(C)o2)c1	.	.	-4.6	1.5	6.1	11.4%	0.7%	.	.
CC(C)N(Cc1nc(-c2ccc(Cl)cc2)no1)C(=O)C12CC3CC(CC(C3)C1)C2	4.5	196	16.0	104.5	88.6	2.2%	-8.2%	-4.5	196
CCCC(NS(=O)(=O)c1ccc(Br)cc1)C(=O)O (stereo not given)	2.1	145	18.9	107.3	88.5	-3.1%	-12.1%	-2.1	145
CC(C)N(C=O)C1(C(=O)NC2CCCCC2)CCCCC1	-1.7	184	-3.3	103.5	106.8	15.1%	-2.9%	1.7	184
ON=C1/C(=N\O)CC2(C/C1=N/O)OCCO2	-3.9	164	-24.0	46.9	71.0	-44.7%	2.0%	3.9	164
c1ccc2c(c1)CCN(c1nc3cc4c(cc3s1)OCCO4)C2	5.4	72	.	.	.	6.6%	1.2%	-5.4	72
CCOC(=O)c1c(-c2ccc(OC)cc2)csc1NC(=O)CNCc1ccco1	3.8	123	.	.	.	-52.7%	-1.9%	-3.8	123
CC(=O)Oc1ccc2ccccc2c1C(NC(=O)Cc1ccccc1)c1ccccc1Cl (stereo not given)	-6.8	128	.	.	.	12.1%	-12.5%	6.8	128
CCN(CC)C(=O)C1CC(=O)OC12CCCCC2 (stereo not given)	-25.5	98	-3.4	83.5	86.8	.	.	25.5	98
CC(NC(=O)C1CC=CCC1C(=O)O)C1CC2CCC1C2 (stereo not given)	-5.3	178	2.9	91.4	88.6	2.6%	-8.7%	5.3	178
Cc1ccc(CNC(=O)CCCOc2cc(=O)n(C)c3ccccc23)o1	11.8	119	13.0	80.9	67.9	1.1%	-2.8%	-11.8	119
Cc1nc(-c2ccccc2)nc2[nH]ccc(=O)c12	-17.5	159	14.8	97.6	82.8	-0.9%	4.7%	17.5	159
COc1ccc(NC(=S)NNC(=O)c2ccccc2OC(F)F)cc1	-5.7	164	.	.	.	-218.5%	5.3%	5.7	164
CCn1c(SCC(=O)N2CCCC2)nc2c1c(=O)n(C)c(=O)n2C	.	.	0.7	86.1	85.4	-22.0%	0.5%	.	.
Cc1ccc(SCCN2C(=O)NC(C)(C)C2=O)cc1	-21.5	168	-10.4	91.1	101.6	-37.3%	-7.7%	21.5	168
CCOC(=O)C(O)(CC(=O)Nc1ccc(Cl)cc1Cl)C(F)(F)F (stereo not given)	6.2	162	-5.4	93.8	99.2	.	.	-6.2	162
CC(C)C(=O)Nc1ccc(C(=O)NNC(=O)c2ccco2)cc1	4.0	177	.	.	.	2.0%	-6.2%	-4.0	177
CCCCOC(=O)c1ccc(NC(=O)c2nn(C)cc2Br)cc1	-7.3	137	17.0	100.2	83.2	.	.	7.3	137
O=C(CCN1CCOCC1)Nc1ccc2c(c1)N(C(=O)CN1CCOCC1)c1ccccc1CC2	.	.	-2.0	77.8	79.7	-55.8%	2.0%	.	.
O=C(O)C1CCCCC1C(=O)NCc1ccc(F)cc1 (stereo not given)	-7.8	182	1.2	96.8	95.6	-7.0%	-7.7%	7.8	182
COc1cc(NC(=O)c2ccco2)c(OC)cc1NC(=O)CSc1ncc(-c2ccc(F)cc2)[nH]1	-0.5	125	17.0	88.3	71.3	5.8%	10.2%	0.5	125
O=C1CC(c2ccc(F)cc2)Cc2nc(NCc3ccco3)ncc21 (stereo not given)	4.6	104	11.4	74.6	63.2	10.2%	-11.6%	-4.6	104
Clc1ccc(CSc2nnc(/C=C/c3ccccc3)o2)c(Cl)c1	-11.0	165	.	.	.	19.0%	-2.8%	11.0	165
CCOC(=O)Cc1nn2c(=O)cc(C)nc2s1	-16.6	141	0.1	93.1	92.9	-18.6%	-4.0%	16.6	141
Nc1nc(-c2c[nH]c3ccccc23)cs1	-18.3	194	2.5	98.3	95.8	-42.2%	6.5%	18.3	194
COc1cccc(/C=N/n2cnnc2)c1OCc1ccccc1	-25.2	65	14.1	101.3	87.2	20.5%	3.2%	25.2	65
O=C(/C=C/c1ccco1)NC(=S)Nc1cccc(-c2nc3ccccc3o2)c1	-0.5	97	.	.	.	1.7%	-59.3%	0.5	97
CCc1ccc(Nc2ncccc2C#N)cc1	-84.5	116	.	.	.	6.2%	-11.9%	84.5*	116*
Other compounds
SMILES	NFkB transloc inh	NFkB transloc inh cell count 2 µM	MRP resist rev	MRP resist rev cytotoxicity	MRP resist rev with doxorubicin	PLAP inhibition	Bcl-B TR3 displacers	IL1B NFkB pot	IL1B NFkB pot cell count 2 µM
O=C(Nc1ccccc1)N(C1=NCCCCS1)c1cccc2ccccc12	-2.3	167	7.9	90.8	82.9	-1.1%	1.7%	2.3	167
COc1cc(/C=C2\N=C3CCCCCN3C2=O)ccc1O	-1.8	125	.	.	.	25.6µM*	-280.6%	1.8	125
CCOC(=O)c1c(NC(=O)Cn2nnc(-c3ccc(Cl)cc3)n2)sc(C)c1C	-9.3	140	-1.2	48.7	49.9	3.9%	1.6%	9.3	140
Cn1c(C(=O)Nc2ccc3c(c2)OCCO3)cc2c(=O)n(C)c3ccccc3c21	-10.4	178	-6.6	20.6	27.2	-48.3%	-10.5%	10.4	178
CSCCC(NC(=O)c1ccco1)C(=O)O (stereo not given)	-8.8	138	-10.6	80.0	90.5	15.1%	-7.2%	8.8	138
Cc1nc(SC2CC(=O)N(c3cc(Cl)cc(Cl)c3)C2=O)nc2c1CCCC2 (stereo not given)	0.8	138	10.9	90.5	79.6	-52.4%	-9.8%	-0.8	138
CCCCc1nccn1CCn1ccnc1CCCC	-2.4	166	-21.2	74.0	95.2	5.8%	0.7%	2.4	166
COc1ccc(CC(=O)Nc2nc(C)cs2)cc1OC	2.9	168	-6.8	84.2	91.0	2.3%	4.9%	-2.9	168
N=c1oc2ccccc2cc1-c1nc2ccccc2c(=O)[nH]1	22.5	150	.	.	.	-50.3%	4.4%	-22.5	150
CCOC(=O)N1N=C(CC)CC1(O)C(F)(F)F (stereo not given)	10.8	129	15.9	83.2	67.3	.	.	-10.8	129
CCC(C)OC(=O)C1=C(C)O[C@]23OC(N)=C(C#N)[C@]12C(=O)c1ccccc13 (stereo not given in full)	-2.5	91	3.9	93.5	89.7	.	.	2.5	91
CCOC(=O)c1c(-c2ccc(C)o2)csc1NC(=O)CSc1nncs1	-31.0	230	-13.4	30.7	44.1	-94.5%	-110.1%	31.0	230
COc1ccc(CN2CCn3ncc(C(=O)Nc4ccc(Cl)cc4Cl)c3C2=O)cc1	3.1	164	3.5	94.0	90.5	10.6%	-2.5%	-3.1	164
Cc1c(NC(=O)NC(C)N2C(=O)C3C4C=CC(C4)C3C2=O)c(=O)n(-c2ccccc2)n1C (stereo not given)	-13.2	187	-6.3	106.9	113.2	-7.1%	7.4%	13.2	187
COC(=O)C(O)(CC(=O)Nc1cc(OC)c(OC)c(OC)c1)C(F)(F)F (stereo not given)	3.0	139	5.3	82.8	77.5	.	.	-3.0	139
N#C/C(=C\c1cn(CCOc2ccccc2)c2ccccc12)C(=O)NCc1ccco1	-12.2	141	.	.	.	18.6%	-3.0%	12.2	141
COc1ccc(N=C2SC(CC(=O)Nc3ccccc3)C(=O)N2CC2CCCO2)cc1 (stereo not given)	-14.3	81	-1.3	84.7	86.0	-16.0%	-7.7%	14.3	81

Already shown: an excerpt of the list.
SMILES	NFkB transloc inh	NFkB transloc inh cell count 2 µM	MRP resist rev	MRP resist rev cytotoxicity	MRP resist rev with doxorubicin	PLAP inhibition	Bcl-B TR3 displacers	IL1B NFkB pot	IL1B NFkB pot cell count 2 µM
N#C/C(=C\c1cn(CCOc2ccccc2)c2ccccc12)C(=O)NCc1ccco1	-12.2	141	.	.	.	18.6%	-3.0%	12.2	141
COc1ccc(N=C2SC(CC(=O)Nc3ccccc3)C(=O)N2CC2CCCO2)cc1 (stereo not given)	-14.3	81	-1.3	84.7	86.0	-16.0%	-7.7%	14.3	81
